IL-2 act = activators of IL-2 | IL-2 activation reporter assay, cell-based qHTS; stimulated with anti-CD3/CD4/CD28 beads; in transgenic mouse T cells | activation, % (series mostly up to about 46 µM) | 0.065% of 360,000 active | AID 652025; in the data active means activation above about 50%; inconclusive means mostly about 30% to 49%; further: 0% is about no effect
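First, unstimulated transgenic mouse T cells were exposed to compound for 60 min. Next, anti-CD3/anti-CD4-coated beads with anti-CD28 were added. Finally, after 18 h at 37 degrees C, EGFP and DsRed were imaged.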
A549 tox = A549 cytotoxicity, counter-screen for Nrf2 inhibitors | A549 ARE-Fluc cells, CellTiter-Fluor viability, 18-24 h | Potency, µM (doses to about 46 µM), inactives show at the highest dose activity change, negative = cytotoxicity, actives largely listed as inhibitors | 0.16% of 390,000 active | AID 504648; further: potency means the concentration at half of the fitted maximal effect; on the % scale 0 is the no-effect control and ±100 the full control effect
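Cytotoxicity counterscreen: CellTiter-Fluor fluorescence was measured in A549 ARE_Fluc cells after 18-24 h of compound exposure in a concentration series. The subsequent BugLite luminescent read reports ARE-luciferase activity.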
ATXN viability = cell viability loss in ATXN counter-screen; S2 cells (HEK-293 line with an ATXN2-luciferase reporter) viability, CellTiter-Fluor protease fluorescence, 24 h; Potency, µM (series often up to 56.7 µM), actives largely listed as cytotoxic; 0.49% of 400,000 active; AID 651635; further: potency means the concentration at half of the fitted maximal effect; nearly all actives have a fitted effect of over 40% in size
TGFb inhibitor = blocks TGF-b signaling; HepG2 CAGA-GFP TGF-b/SMAD3 reporter, GFP fluorescence, 18 h; TGF-beta stimulated, 500 pg/mL final; Potency, µM (highest dose often 46.1 µM), without a hit: top-dose activity, negative = inhibition, most hits filed as inhibitors; 1.2% of 410,000 active; AID 588855; further: potency means the concentration at half of the fitted maximal effect; on the % scale 0 is the no-effect control and ±100 the full control effect; nearly all actives have a fitted effect of over 65% in size
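Inhibition of TGF-beta-driven CAGA-GFP reporter expression in HEPG2 cells is measured by cellular GFP fluorescence after 18 h stimulation with 500 pg/mL recombinant TGF-beta in 1% FBS medium at 37 degrees C.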
Nrf2 ARE act = activators of Nrf2 (ARE) signaling | AREc32 ARE-luciferase reporter (MCF7-derived line), luminescence, 24 h | Potency, µM (highest dose often 46.1 µM), for the others: at the top dose activation, usual class: activators | 0.31% of 410,000 active | AID 624171; further: potency means the concentration at half of the fitted maximal effect; % of control where 0% means no effect; nearly all actives have a fitted effect of over 65% in size
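Cells of the AREc32 ARE-luciferase line are plated in OPTI-MEM containing 5% FBS and left overnight at 37 deg C. Compounds are pinned in, incubation continues 24 hr, and firefly luciferase signal is then measured.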
Nrf2 block = inhibitors of Nrf2 signaling; 2.1% of 360,000 active; A549 ARE-Fluc reporter, luciferase luminescence, 18-24 h; AID 504444; Potency, µM (top dose mostly 46 µM), without a hit: at the top dose activity change, negative = inhibition, hits mostly inhibitors; further: potency means the concentration at half of the fitted maximal effect; on the % scale 0 is the no-effect control and ±100 the full control effect; nearly all actives have a fitted effect of over 60% in size
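Two sequential reads on A549 ARE_Fluc cells exposed to compound for 18-24 h: a CellTiter-Fluor fluorescence read for viability, then a luciferase luminescence read for Nrf2/ARE activity.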
HepG2 tox = counter-screen for TGF-b inhibitors: cytotoxicity in HepG2 cells. AID 588856. 0.76% of 410,000 active. HepG2 CAGA-GFP viability, ATP luminescence, 18 h. Potency, µM (highest dose often 46.1 µM), for the others: top-dose activity change, negative = cytotoxicity, most hits filed as cytotoxic; further: potency means the concentration at half of the fitted maximal effect; some results filed as inactive show a strong effect at the top dose
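HepG2 CAGA-GFP cells (1000/well, DMEM with 1% FBS) received compound, then TGF-beta at 500 pg/mL final, and were incubated 18 hours at 37 degrees C. Viability was read by CellTiter-Glo luminescence. Media-only wells were set as complete cell-killing and DMSO as no toxicity.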
ATXN2 expr inh = reduces ATXN2 reporter expression in HEK-293 cells; 0.72% of 360,000 active; Potency, µM (series often up to 57 µM), for inactives: at the top dose activity change, negative = inhibition, usual class: inhibitors; HEK-293 ATXN2-luciferase reporter, luminescence, 24 h; further: potency means the concentration at half of the fitted maximal effect; on the % scale 0 is the no-effect control and ±100 the full control effect; nearly all actives have a fitted effect of over 55% in size
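ATXN2-luciferase reporter cells (luciferase flanked by upstream and downstream ATXN2 gene portions) were treated 24 h at 37 °C with compounds at up to 57 uM. SteadyGlo luminescence gave expression; GF-AFC fluorescence gave viability.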
EPAC2 agonist = activates human EPAC2 exchange factor; Potency, µM (series often up to 154 µM), for the others: at the highest dose activation, usual class: activators; 0.079% of 360,000 active; Q8WZA2; EPAC2 activation, biochemical qHTS; response scale: 100% = 6.5 mM cAMP response; AID 720711; further: potency means the concentration at half of the fitted maximal effect; nearly all actives have a fitted effect of over 50% in size
Target sequence (Q8WZA2 whole entry, looked up): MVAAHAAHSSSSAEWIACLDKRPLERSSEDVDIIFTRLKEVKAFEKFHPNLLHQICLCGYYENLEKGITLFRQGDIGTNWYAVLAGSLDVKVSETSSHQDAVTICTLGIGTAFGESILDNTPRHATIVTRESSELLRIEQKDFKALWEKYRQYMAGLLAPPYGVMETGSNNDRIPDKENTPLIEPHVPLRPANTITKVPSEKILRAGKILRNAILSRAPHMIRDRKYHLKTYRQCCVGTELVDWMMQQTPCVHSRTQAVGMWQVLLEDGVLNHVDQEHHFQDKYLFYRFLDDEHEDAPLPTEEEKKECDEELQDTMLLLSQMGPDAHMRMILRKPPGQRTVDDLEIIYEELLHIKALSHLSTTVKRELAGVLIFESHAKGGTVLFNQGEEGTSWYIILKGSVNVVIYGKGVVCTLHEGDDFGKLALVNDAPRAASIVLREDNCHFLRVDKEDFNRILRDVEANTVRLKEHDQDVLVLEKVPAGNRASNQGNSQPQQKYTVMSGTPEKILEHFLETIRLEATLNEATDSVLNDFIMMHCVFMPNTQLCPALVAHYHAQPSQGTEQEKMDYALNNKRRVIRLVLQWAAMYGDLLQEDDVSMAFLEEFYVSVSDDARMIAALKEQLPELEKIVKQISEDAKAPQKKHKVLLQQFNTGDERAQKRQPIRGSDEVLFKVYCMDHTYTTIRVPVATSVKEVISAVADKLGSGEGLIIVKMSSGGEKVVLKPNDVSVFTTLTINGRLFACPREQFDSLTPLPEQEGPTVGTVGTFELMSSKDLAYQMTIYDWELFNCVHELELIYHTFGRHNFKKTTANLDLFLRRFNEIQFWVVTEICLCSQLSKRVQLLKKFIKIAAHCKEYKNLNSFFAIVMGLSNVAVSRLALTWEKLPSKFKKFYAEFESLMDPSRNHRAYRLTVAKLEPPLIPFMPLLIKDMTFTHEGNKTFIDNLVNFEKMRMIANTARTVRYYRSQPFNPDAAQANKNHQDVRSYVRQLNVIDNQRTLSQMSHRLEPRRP
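Guanine nucleotide exchange by EPAC2 is measured as reduced fluorescence of BODIPY-GDP once it is released from 250 nM Rap1B. Plates are read kinetically for 30 min at room temperature; results are scaled to 6.5 mM cAMP.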
Numbers without * were called inactive; i = inactive; ? = inconclusive; . = no result given; [ ] = another dose, or the depositor's remark. Unless noted, the call rests on the fitted dose curve; in most records, active means well fitted curve in the direction sought with a large enough effect; inconclusive means small, poorly fitted or top-dose-only effect, or another doubt; inactive means no such curve, though single readings can be large; an effect the other way counts as inactive or inconclusive.

#	Structure	IL-2 act	A549 tox	ATXN viability	TGFb inhibitor	Nrf2 ARE act	Nrf2 block	HepG2 tox	ATXN2 expr inh	EPAC2 agonist
1	CS(=O)(=O)Nc1cccc(-c2cn3ccccc3n2)c1	0.5	4%	i	-1%	4.5%	23%	3%	0%	0%
2	O=C1CSC(=S)N1c1ccc(F)c(Cl)c1	-1.3	0%	i	?	-0.1%	1%	-23%	?	15%
3	CCN(CCO)c1ccc(NC(=S)Nc2cccc(S(=O)(=O)N(C)C)c2)cc1	-0.1	3%	i	6%	2.8%	?	-3%	-11%	3%
4	O=C(/C=C/c1ccco1)N1CCC(Cc2ccccc2)CC1	-0.5	1%	i	-1%	?	3%	-7%	36%	13%
5	Cc1cc(C)c(S(=O)(=O)NCC(c2ccco2)N2CCc3ccccc3C2)c(C)c1 (stereo not given)	-4.9	-10%	i	?	3.8%	?	9%	4%	1%
6	Cc1ccc(/C=N/NC(=O)c2c(C)nc3ccc(Br)cn23)cc1	-0.9	?	i	?	-0.2%	?	-8%	.	-2%
7	CCN1CCN(c2cc3c(cc2F)c(=O)c(S(=O)(=O)c2cc(C)cc(C)c2)cn3CC)CC1	.	-14%	.	-16%	-0.3%	-15%	5%	.	.
8	Cc1c(C(C)NC(=O)c2ccc3nc(Cc4ccccc4F)oc3c2)cnn1C (stereo not given)	-0.8	6%	i	8%	0.9%	8%	-19%	11%	-3%
9	C#CCN1C(=O)S/C(=C\c2cc3c(cc2OC)OCO3)C1=O	-0.3	-9%	.	24%	0.3%	?	-1%	11%	-2%
10	CCSc1nc2ccccc2c(=O)n1Cc1ccc(F)cc1	0.6	5%	i	-2%	-0.2%	?	7%	-31%	10%
11	O=C(CN1CCN(S(=O)(=O)c2ccc(F)cc2)CC1)NC1CCCC1	-4.7	-3%	i	7%	-0.4%	4%	-3%	6%	0%
12	COc1ccc(C(=O)NCC(=O)N/N=C(\C)c2ccco2)cc1OC	-2.2	-5%	?	1%	0.2%	-20%	-17%	-10%	6%
13	CCOc1ccc(NC(=O)CN(C)C(=O)c2ccc(C3SCCS3)cc2)cc1OCC	0.6	-18%	i	1%	-0.1%	-30%	-9%	-1%	4%
14	CN(C)c1ccnc(Nc2ccc(O)cc2)c1C#N	0.6	-6%	i	8%	-0.1%	-9%	-4%	-13%	2%
15	CCN(CC)C(=O)C1CCCN(C(=O)c2ccc3nc(-c4cccc(OC)c4)oc3c2)C1 (stereo not given)	-2.8	.	i	-23%	11%	.	-30%	.	0%
16	Cc1ccc(S(=O)(=O)NCN2C(=O)c3ccccc3C2=O)cc1	-1.8	.	i	-22%	-0.2%	.	-37%	.	4%
17	CC(=O)Nc1c(Cl)cc([N+](=O)[O-])c2ccccc12	1.9	-8%	i	?	-0.1%	-11%	37%	-11%	23%
18	Cc1cc(C(=O)Nc2cccc(-c3ccc(N4CCOCC4)nn3)c2)ccc1[N+](=O)[O-]	-1.1	-15%	i	-8%	4.4%	?	-97%	-16%	8%
19	Cc1cc(C(=O)NNC(=S)NCC(C)C)no1	-1.3	4%	i	22%	0.3%	.	2%	-13%	2%
20	COc1cc(CNCCSc2nnnn2C)ccc1OCc1ccc(Cl)cc1Cl	.	-8%	i	?	-3.6%	-14%	-92%	?	.
21	CCCC(=O)N1CCC1(C)C(=O)Nc1ccc2c(c1)CCN2C(C)=O (stereo not given)	0.1	.	i	22%	0.5%	.	-7%	1%	6%
22	Cc1ccc(CNC(=O)c2ccc3c(=O)n(-c4ccccc4)c(=O)[nH]c3c2)cc1	.	-16%	i	-3%	-1.2%	3%[9.27 µM]	1%	7%	.
23	O=C(CCCOc1ccccc1)NC1CCCc2ccccc21 (stereo not given)	0.5	13%	i	5%	0.3%	-18%	-35%	-2%	-1%
24	CSCC(=O)NC1CCCN(C2Cc3ccccc3C2)C1 (stereo not given)	0.2	0%	?	?	-0.7%	?	7.9µM*	-4%	12%
25	COc1ccccc1-c1nnc(SCC(=O)O)n1-c1ccccc1	-1.0	-4%	i	9%	-0.1%	5%	-4%	-1%	-2%
26	Cc1cc(C)c(S(=O)(=O)c2ccccc2)c(OC(=O)c2c(F)cccc2Cl)n1	-1.1	-12%	i	-8%	0.2%	-15%	-33%	-5%	1%
27	Cc1ccc(C)c(N2CCN(C(=O)CCC(=O)Nc3nnc(C(F)(F)F)s3)CC2)c1	-1.7	-9%	i	?	-0.4%	?	-21%	-11%	-9%
28	CCOCC(=O)Nc1cc(C)on1	0.0	7%	i	-8%	-0.5%	-7%	-16%	-23%	8%
29	CCOC(=O)CSc1nc2c(c(-c3ccc(C)o3)c1C#N)CCCC2	0.5	.	i	-3%	-0.3%	1%	-10%	2%	15%
30	Cc1ccc(C(=O)N[C@H](C(=O)OCc2cc(=O)oc3cc(C)ccc23)C(C)C)cc1	-1.7	-1%	i	2%	0.7%	-28%	6%	-2%	2%
31	COc1ccc(NC(=O)CCc2nnc3ccc(N4CCC5(CC4)OCCO5)nn23)cc1	-3.0	1%	i	-18%	-0.2%	8%	-6%	-6%	14%
32	O=C(NCCc1ccccc1)c1ccc2c(c1)N(Cc1ccc(F)cc1)C(=O)c1ccccc1S2	.	-6%	.	-14%	6.0%	.	-29%	.	.
33	O=C(CN1CCN(Cc2ccccc2)CC1)NC(=O)NC1CCCCC1	0.2	-6%	i	-11%	0.3%	-6%	-18%	-12%	9%
34	COCc1[nH][nH]c(=O)c1C=NCC(=O)OC	-0.4	0%	i	-2%	-0.2%	7%	-5%	.	2%
35	COc1ccc(NC(=O)O/N=C/c2ccncc2)cc1	-0.1	1%	i	-7%	3.4%	22%	-4%	30%	1%
36	O=[N+]([O-])c1cc2c(c(CSc3nnc(Nc4ccccc4)s3)c1)OCOC2	1.8	-9%	i	-24%	0.3%	-11%	6%	-1%	4%
37	Cc1cc(N(C)C(=O)c2ccc3c(c2)S(=O)(=O)c2cc(Cl)ccc2C3=O)c(C(F)(F)F)o1	-0.4	-2%	i	5%	0.3%	1%	-1%	8%	-12%
38	CCc1nc2c(OCc3ccc(C(=O)OC)cc3)cccn2c1N(C)C(=O)CC(C)C	-0.2	.	i	-8%	0.4%	.	-20%	-26%	9%
39	CCCNS(=O)(=O)c1cccc2cccnc12	-2.7	1%	i	12%	-0.7%	0%	6%	0%	2%
40	CCOc1ccc(C(=O)c2cn(CC(=O)Nc3ccc4c(c3)OCO4)c3ccc(OCC)cc3c2=O)cc1	.	4%	i	-14%	0.4%	13%	0%	1%	.
41	CCOC(=O)c1sc(=S)n(C)c1C	-1.9	-3%	?	-10%	-0.8%	-16%	-3%	-1%	6%
42	CCCS(=O)(=O)NC(=O)C1(C)CCCN(C(=O)c2c(F)cccc2F)C1 (stereo not given)	-0.6	.	i	-14%	-0.8%	.	1%	6%	10%
43	CCOC(=O)C1CCN(C(=O)CN(c2cc(Cl)ccc2OC)S(=O)(=O)c2ccccc2)CC1	-2.6	3%	i	17%	3.9%	15%	4%	-1%	10%
44	O=S(=O)(Nc1ccccc1Cl)c1cccc2nsnc12	-0.9	6%	i	-3%	0.2%	-1%	-22%	.	4%
45	COc1ccc(/C=N/NC(=O)c2cc(-c3cccnc3)nc3ccccc23)c(OC)c1	-2.7	0%	i	5%	-0.6%	9%	1%	-4%	-7%
46	O=C(COC(=O)CCC1CCCC1)Nc1ccc(Cl)cc1F	0.1	-2%	i	?	-0.9%	?	-4%	-1%	-10%
47	CCC(C)N1CC(O)=C(c2nc3ccccc3[nH]2)C1=N (stereo not given)	-2.5	2%	i	-1%	0.5%	27%	-5%	41%[activator]	7%
48	Cc1ccccc1NC(=O)Cc1nc(COC(=O)c2ccc(Cl)c(S(N)(=O)=O)c2)cs1	1.4	0%	i	-23%	0.0%	17%	6%	2%	-1%

4 records picked at random from those above, as already listed:
#	Structure	IL-2 act	A549 tox	ATXN viability	TGFb inhibitor	Nrf2 ARE act	Nrf2 block	HepG2 tox	ATXN2 expr inh	EPAC2 agonist
25	COc1ccccc1-c1nnc(SCC(=O)O)n1-c1ccccc1	-1.0	-4%	i	9%	-0.1%	5%	-4%	-1%	-2%
12	COc1ccc(C(=O)NCC(=O)N/N=C(\C)c2ccco2)cc1OC	-2.2	-5%	?	1%	0.2%	-20%	-17%	-10%	6%
11	O=C(CN1CCN(S(=O)(=O)c2ccc(F)cc2)CC1)NC1CCCC1	-4.7	-3%	i	7%	-0.4%	4%	-3%	6%	0%
7	CCN1CCN(c2cc3c(cc2F)c(=O)c(S(=O)(=O)c2cc(C)cc(C)c2)cn3CC)CC1	.	-14%	.	-16%	-0.3%	-15%	5%	.	.

Copied from above, nos. 47 to 48
#	Structure	IL-2 act	A549 tox	ATXN viability	TGFb inhibitor	Nrf2 ARE act	Nrf2 block	HepG2 tox	ATXN2 expr inh	EPAC2 agonist
47	CCC(C)N1CC(O)=C(c2nc3ccccc3[nH]2)C1=N (stereo not given)	-2.5	2%	i	-1%	0.5%	27%	-5%	41%[activator]	7%
48	Cc1ccccc1NC(=O)Cc1nc(COC(=O)c2ccc(Cl)c(S(N)(=O)=O)c2)cs1	1.4	0%	i	-23%	0.0%	17%	6%	2%	-1%

Source: PubChem BioAssay (National Center for Advancing Translational Sciences (NCATS))

Compounds as they come; any-hit rate near 4.3%.
